Assay outcomes (PubChem BioAssay)
GLD-1 RNA inh = GLD-1-TGE RNA interaction inhibition (C. elegans). Q17339. purified GLD-1 + fluorescein TGE RNA, fluorescence polarization. inhibition, % at 5.96 µM. actives 0.44% (n = 320,000);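 active = percent inhibition above a per-plate cutoff, the plate mean of test compounds plus 3 SD, cut at about 30% in these data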;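 also: 0% = DMSO wells with GLD-1 and probe and 100% = wells lacking GLD-1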
GRK2 inh = human GRK2 inhibition via aptamer displacement; P25098; bead flow cytometry, FAM-aptamer displacement from GRK2; inhibition of aptamer binding, % at 10 µM; actives 0.59% (n = 330,000);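 active = inhibition of aptamer binding above 40%, roughly 3 SD of noise, on plates passing a quality check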;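 also: median bead fluorescence of bound FAM aptamer so fluorescent compounds give negative values; no value below 0 was filed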
Target sequence (P25098 whole entry, looked up): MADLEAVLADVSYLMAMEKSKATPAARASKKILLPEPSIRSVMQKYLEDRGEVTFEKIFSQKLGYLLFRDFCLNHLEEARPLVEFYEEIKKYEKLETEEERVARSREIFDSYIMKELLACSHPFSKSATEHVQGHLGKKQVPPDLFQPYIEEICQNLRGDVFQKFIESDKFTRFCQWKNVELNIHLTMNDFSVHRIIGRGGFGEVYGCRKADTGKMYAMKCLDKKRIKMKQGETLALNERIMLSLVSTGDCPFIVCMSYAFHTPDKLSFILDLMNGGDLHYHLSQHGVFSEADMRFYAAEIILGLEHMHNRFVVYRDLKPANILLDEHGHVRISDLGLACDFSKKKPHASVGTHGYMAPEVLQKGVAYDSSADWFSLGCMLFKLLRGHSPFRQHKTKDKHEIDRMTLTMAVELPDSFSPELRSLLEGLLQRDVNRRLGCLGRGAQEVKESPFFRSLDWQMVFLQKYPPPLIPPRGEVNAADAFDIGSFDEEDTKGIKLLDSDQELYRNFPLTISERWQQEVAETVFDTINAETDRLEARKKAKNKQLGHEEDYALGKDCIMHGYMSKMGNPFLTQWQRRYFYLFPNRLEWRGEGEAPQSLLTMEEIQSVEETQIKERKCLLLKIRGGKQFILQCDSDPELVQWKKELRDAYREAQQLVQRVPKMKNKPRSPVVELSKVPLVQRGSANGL
Fam108B counter = blocks mouse Fam108B hydrolase in RBBP9 counter-screen | recombinant Fam108B, FP-Rh probe fluorescence polarization | inhibition, % at 9.51 µM | actives 0.33% (n = 300,000);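 active = inhibition above the screen mean inhibition plus 3 SD, computed separately per campaign, cut at about 18% in these data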;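 also: inhibitors lower polarization as less probe binds the enzyme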
VLA-4 inh = inhibition in a human VLA-4 binding assay. P13612. VLA-4 expressing cells, ligand binding flow cytometry. inhibition, % (about 7 µM as worked out from the volumes in the protocol). actives 0.2% (n = 330,000). AID 2557; in the data active = inhibition above about 50%
AGP1 TOR yeast = alters AGP1-GFP fluorescence in TOR pathway yeast screen | S. cerevisiae AGP1-GFP multiplex flow cytometry, 3 h; GFP as percent of DMSO wells | GFP response vs DMSO, % at 10 µM | actives 0.02% (n = 320,000);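 active = GFP response relative to DMSO above a set limit, near screen average plus 3 SD, cut at about 150% in these data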;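 also: median GFP channel fluorescence of the gated AGP1 strain per well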
MCL1-BIM inh = MCL1-BIM-BH3 interaction inhibition (human) | Q07820 | GST-MCL1 / FITC-Bim-BH3 fluorescence polarization | inhibition, % at 10.9 µM | actives 0.68% (n = 320,000) | AID 2057;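 active = inhibition above the mean inhibition of all tested compounds plus 3 SD, set per campaign, cut at about 40% in these data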;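 also: 0% = DMSO wells and 100% = unlabeled Bim-BH3 peptide control; higher means more loss of mP so more displacement of Bim peptide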
Bcl-xL primary = blocks human Bcl-xL binding to Bim BH3 peptide; Q07817; GST-Bcl-xL / FITC-Bim BH3 peptide fluorescence polarization; inhibition, % at 10.9 µM; actives 0.7% (n = 320,000); AID 2129;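 active = inhibition above the mean of all tested compounds plus 3 SD, cutoff set per campaign, cut at about 30% in these data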;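 also: 0% = DMSO wells and 100% = unlabeled Bim-BH3 peptide competitor; inhibitors lower millipolarization by displacing the labeled peptide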
Target sequence (Q07817 whole entry, looked up): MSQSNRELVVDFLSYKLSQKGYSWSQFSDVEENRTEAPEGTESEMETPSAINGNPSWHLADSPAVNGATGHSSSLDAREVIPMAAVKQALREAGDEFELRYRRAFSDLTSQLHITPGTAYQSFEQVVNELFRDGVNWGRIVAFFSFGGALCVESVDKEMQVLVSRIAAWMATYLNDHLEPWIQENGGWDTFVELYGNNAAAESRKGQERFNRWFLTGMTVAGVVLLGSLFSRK
CIT2-GFP yeast = yeast TOR pathway CIT2-GFP modulation | S. cerevisiae CIT2-GFP strain, flow cytometry, 3 h; 100 means same as DMSO wells | GFP response vs DMSO, % at 10 µM | actives 0.065% (n = 320,000);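 active = GFP response relative to DMSO above a set limit, near the screen mean plus 3 SD, cut at about 150% in these data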;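 also: ratio of well median GFP fluorescence to mean of DMSO wells on the plate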
MEX-5 binding = C. elegans MEX-5 TCR-2 RNA binding activity; activity score (negative = inhibition of binding), % at 10 µM; Q9XUB2; MEX-5/FITC-TCR2 RNA binding, fluorescence polarization; hits give low values; actives 0.38% (n = 300,000);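 active = inhibition past about -25% in most replicates, and total fluorescence under double the plate's negative control median, limit read from the data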;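 also: 0% = DMSO and -100% = 5 µM competing unlabeled TCR2 RNA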
Numbers without * were called inactive; . = no result given.

Results follow in this order: GLD-1 RNA inh	GRK2 inh	Fam108B counter	VLA-4 inh	AGP1 TOR yeast	MCL1-BIM inh	Bcl-xL primary	CIT2-GFP yeast	MEX-5 binding
CC(C)OCCCNC(=S)N1CCC(C(=O)c2ccc(Cl)cc2)CC1
    2	1	2	8	98	16	9	94	2.3
CCCC(=O)N1c2ccccc2C(=C2SC(C(=O)OC)=C(C(=O)OC)S2)C(=S)C1(C)C
    8	0	4	-7	99	-10	-3	97	-0.5
CC(=O)Nc1nc2cccc([N+](=O)[O-])c2s1
    5	2	0	9	93	-1	-3	90	-1.8
CCc1ccc(N2CC(C(=O)NC3=NCCS3)CC2=O)cc1 (stereo unspecified)
    6	1	0	-8	99	3	-3	102	-2.1
Cc1nc2cc(NC(=O)CCS(=O)(=O)c3ccccc3)ccc2s1
    0	0	2	-8	102	4	5	99	1.9
O=C(NNc1ccc([N+](=O)[O-])cc1)C1CC1c1ccccc1 (stereo unspecified)
    -2	0	1	4	98	-48	-27	95	1.0
COc1ccc(S(=O)(=O)Nc2cccc(S(=O)(=O)N3CCCCCC3)c2)cc1
    -2	1	0	-2	100	-5	-8	81	1.1
CCCOc1cc(C)nc(-c2ccccc2O)n1
    5	0	-4	-1	99	-3	1	112	0.9
Cc1cc(C=O)c(C)n1-c1ccc2c(c1)OCO2
    -1	3	4	4	97	4	10	92	0.2
Cc1cccc(OCc2nnc(SCC(=O)N(C(C)C)C(C)C)n2Cc2ccco2)c1C
    -1	0	2	4	104	3	-8	106	-3.1
COc1ccccc1NS(=O)(=O)c1cc2c(cc1C)NC(=O)CO2
    0	0	0	26	101	-2	2	97	0.8
CC(CNC(=O)C1CCCN(S(=O)(=O)N2CCOCC2)C1)c1ccccc1 (stereo unspecified)
    -8	0	8	-2	104	-7	3	97	-2.7
Cc1cc(C)n(CC(=O)N2CCCC(N3CCN(c4cccc(C(F)(F)F)c4)CC3)C2)n1 (stereo unspecified)
    5	3	3	13	96	-1	0	100	2.3
CCOC(=O)c1sc(NC(=O)CSc2nnnn2-c2ccc(C)c(C)c2)nc1C
    5	1	0	1	102	-4	3	99	0.3
CS(=O)(=O)N(CC(=O)N/N=C/c1cccs1)c1cccc(Cl)c1Cl
    -3	0	3	13	86	9	3	85	-1.1
COc1cc(Cl)c(C)cc1NC(=O)[C@@H]1CCCN1C(=O)c1cccs1
    -6	3	-5	-16	100	0	-4	99	-1.6
CCNc1ccc(C(=O)OCC(=O)N2c3ccccc3NC(=O)C2(C)C)cc1[N+](=O)[O-]
    0	0	6	11	94	-3	1	100	0.0
CCCOc1ccc(N2C(=O)CC(N3CCN(CCN=CC4C(=O)CC(C)(C)CC4=O)CC3)C2=O)cc1 (stereo unspecified)
    5	2	0	1	95	1	0	95	-0.6
O=C(NC1CCCCC1)N1CCCCCC1
    5	4	2	13	93	4	1	95	0.0
Cc1ccnc(N/C=C(/NC(=O)c2ccccc2)C(=O)N/N=C\c2ccc(Cl)cc2)n1
    4	2	-2	2	100	3	5	97	-0.8
CCOc1ccc(-n2c(SCC(N)=O)nc3sc4c(c3c2=O)CCN(C)C4)cc1
    -8	1	-1	25	103	-3	0	92	.
COc1ccc(C2C3=C(CCCC3=O)Nc3nc(C(F)(F)F)nn32)c(OC)c1OC (stereo unspecified)
    5	0	-2	0	87	8	5	99	1.9
Cn1cccc1Cc1nnc(SCC(=O)NC2CCCC2)n1-c1ccc(F)cc1
    3	1	2	8	104	-5	0	108	10
CCSc1c(-c2ccccc2)nc2c(C)cccc2c1C(=O)O
    2	0	-5	3	63	-3	8	75	-0.5
CCN(CC(=O)Nc1ccccc1C(F)(F)F)C(=O)CCSc1ccc(F)cc1
    -2	0	4	15	91	0	5	91	-1.2
CCOc1ccc(S(=O)(=O)Nc2cccc(C(=O)NCCCN3CCCC3=O)c2)cc1
    -1	5	.	8	94	3	0	93	.
CSc1cccc(NC(=O)N2CCN(C)CC2)c1
    -1	0	3	10	100	1	4	101	1.8
COc1cc2ncc(S(=O)(=O)c3ccccc3)c(N3CCCC(C)C3)c2cc1OC (stereo unspecified)
    1	0	-6	-27	90	6	8	124	-1.5
CCN(CC)C(=O)C(=O)c1cn(CC(=O)NCC2CCCO2)c2ccccc12 (stereo unspecified)
    4	0	1	-3	110	-4	-1	102	-1.9
C/C(=N\NC(=O)C1CC1)c1ccc(C)c(C)c1
    .	1	.	15	97	.	.	94	.

Next part; it opens with the 2 that closed the last part.
Results follow in this order: GLD-1 RNA inh	GRK2 inh	Fam108B counter	VLA-4 inh	AGP1 TOR yeast	MCL1-BIM inh	Bcl-xL primary	CIT2-GFP yeast	MEX-5 binding
CCN(CC)C(=O)C(=O)c1cn(CC(=O)NCC2CCCO2)c2ccccc12 (stereo unspecified)
    4	0	1	-3	110	-4	-1	102	-1.9
C/C(=N\NC(=O)C1CC1)c1ccc(C)c(C)c1
    .	1	.	15	97	.	.	94	.
COc1ccc(Br)cc1CNC(=O)C1CCC(=O)N1C(C)C (stereo unspecified)
    7	0	3	-14	101	-4	0	98	-2.6
Cc1cnc(C(=O)OC(C)C(=O)c2c(C)[nH]c3ccccc23)cn1 (stereo unspecified)
    1	0	0	33	92	-10	-5	71	-1.1
COc1ccc(OC)c(/C=C/C(=O)OCC(=O)Nc2ccc(Cl)c(S(=O)(=O)N(C)C)c2)c1
    -1	4	7	0	101	-3	3	94	-0.2
CCOc1ccc(-c2nnc(SCC(=O)N3CCOCC3)o2)cc1
    -4	1	0	4	93	1	1	97	-0.2
COc1cc(CN2CCN(Cc3ccc(C)cc3)CC2)c([N+](=O)[O-])cc1OC
    -6	3	0	16	102	11	4	106	0.1
COCCCN1C(=O)c2ccc(C(=O)OCC(=O)N3CCN(c4ccccc4)CC3)cc2C1=O
    4	0	3	-2	93	-8	-2	89	-0.4
CC1(C)CC2CC(C)(CN2C(=S)NC(=O)c2ccccc2Cl)C1 (stereo unspecified)
    9	6	1	-1	100	10	9	91	-2.1
C[C@H](CO)N1C[C@H](C)[C@@H](CN(C)S(=O)(=O)c2ccccc2)Oc2ccc(NC(=O)Nc3ccc(C(F)(F)F)cc3)cc2C1=O
    -6	0	.	14	90	.	.	93	.
CCc1nn(C(CC)C(=O)NCCCc2ccccc2)c(=O)c2cc3occc3n12 (stereo unspecified)
    0	1	1	-2	104	3	3	98	0.3
O=C(NCc1cccs1)C(=O)c1cn(CC(=O)N2CCOCC2)c2ccccc12
    0	0	-1	-22	118	1	0	113	1.7
Cc1ccc2nc(SCC(=O)NCc3ccco3)nc(=O)n2c1
    10	8	6	14	101	8	4	90	1.2
COc1ccc(-n2nc(C(=O)NCC(=O)NC3CCCC(C)C3C)c3ccccc3c2=O)cc1 (stereo unspecified)
    33*	8	2	2	100	14	8	102	3.5
O=C(OCC#CCSc1nnc(-c2ccccc2)o1)c1cccs1
    8	2	3	2	.	1	-2	83	-2.1
CC(C)(C)c1ccc(S(=O)(=O)N2CCN(CC(O)COCC3CCCO3)CC2)cc1 (stereo unspecified)
    4	0	.	0	92	8	7	91	.
O=C(COC(=O)CNC(=O)c1ccc(F)cc1)Nc1cccc(S(=O)(=O)N2CCCC2)c1
    8	0	-1	1	92	-10	1	97	0.8
O=C(Cn1cc([N+](=O)[O-])cn1)NCC1CCCO1 (stereo unspecified)
    -3	0	-3	-10	93	6	1	96	-4.8
CC(Nc1nc(=S)nc(Nc2ccc(F)cc2)[nH]1)c1ccccc1 (stereo unspecified)
    8	4	-5	6	100	3	8	99	0.1
Cc1ccc[n+](C(C)C(=O)c2ccc(Cl)cc2)c1 (stereo unspecified)
    -2	0	-1	1	99	3	0	99	3.4
COC(=O)c1sccc1NC(=O)CC1C(=O)NCCN1C(=O)Nc1ccccc1 (stereo unspecified)
    6	3	-2	4	113	-5	0	112	3.4
Nc1nc(SCCO)[nH]c(=O)c1NC(=O)c1ccc(Br)o1
    3	0	-5	4	96	-2	2	99	2.9
Cc1nnc2sc(-c3ccc(-c4ccc(Cl)c(C(F)(F)F)c4)o3)nn12
    -1	2	-2	4	90	6	4	102	-3.1
O=C(N/N=C/c1ccccc1O)NC12CC3CC(CC(C3)C1)C2
    5	2	0	19	85	4	2	88	-1.2
COc1ccc(-c2sc3ccc(N4CCOCC4)cc3c2C#CCCO)cc1
    11	0	.	9	89	.	.	74	.
CCN1CCCC1CNC(=O)CCNC(=O)c1cc(OC)c(OC)c(OC)c1 (stereo unspecified)
    -1	0	-1	1	101	0	3	98	-0.4
CC(C)CC(=O)NC(=S)Nc1nc(-c2cccc3ccccc23)cs1
    -2	0	-26	7	.	14	8	91	1.0
CC(C)(C)c1ccc(C(=O)N2CCCN(c3ccc([N+](=O)[O-])cn3)CC2)cc1
    4	0	-1	-3	96	-3	0	94	-0.7
COc1cc(/C=N/n2cnnc2)ccc1OCC(=O)N1CCOCC1
    6	0	1	7	95	4	8	96	-2.4
Cn1c(CNC(=O)C(Cc2ccccc2)NC(=O)c2ccccc2)cc(=O)n(C)c1=O (stereo unspecified)
    4	0	3	2	97	7	9	102	0.1
COC(=O)C[C@](O)(CCCC(C)(C)O)C(=O)O[C@@H]1C(OC)=C[C@]23CCCN2CCc2cc4c(cc2[C@H]13)OCO4
    6	4	1	17	103	8	1	111	1.0
Cc1oc(S(=O)(=O)N2CCOCC2)cc1C(=O)Nc1ccc(F)cc1
    2	0	-1	3	90	-4	1	88	-2.4
